# Pf growth 48h: Primary qHTS for delayed death inhibitors of the malarial parasite plastid, 48 hour incubation | AID 504832, 2011 | P. falciparum luciferase growth in erythrocytes, 48 h | hit rate 5.9% among 310,000 | Potency, µM (top dose mostly 28.7 µM), inactives show at the top dose activity change, negative = inhibition, hits mostly inhibitors; further: potency means the concentration at half of the fitted maximal effect; on the % scale 0 is the no-effect control and ±100 the full control effect
#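 Compounds are pin-transferred into medium, infected erythrocytes (2% hematocrit, 0.1% parasitemia final) are added, and plates sit one parasite generation at 37 C in 5% CO2. Detection reagent is then added and luminescence measured.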
# Shiga inhibitor: A qHTS for Small Molecule Inhibitors of Shiga Toxin; Vero cells, Shiga toxin protein synthesis inhibition reporter; inhibition, % at 38.7 µM; hit rate 9.2% among 290,000; in the data active means inhibition mostly above about 28%, no sharp cut-off; inactive means mostly below about 43%; further: 0% is about no effect
# HCV inh: qHTS Assay for Inhibitors of Hepatitis C Virus (HCV) | Huh7.5.1 HCVcc-Cre infection, luciferase reporter, 44 h | Potency, µM (doses to about 41.8 µM), without a hit: at the top dose activity change, negative = inhibition, hits mostly inhibitors | hit rate 3.4% among 340,000; further: potency means the concentration at half of the fitted maximal effect; on the % scale 0 is the no-effect control and ±100 the full control effect
#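 Infectious HCV cell culture screen: compound-treated cells (1,000/well, pre-plated 4 h) are infected with HCVcc-Cre at roughly 0.5 moi and grown 44 h. Infection is quantified by luciferase signal after 15 min substrate incubation at room temperature.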
# Pf growth 96h: Primary qHTS for delayed death inhibitors of the malarial parasite plastid, 96 hour incubation; P. falciparum luciferase reporter growth, 96 h; Potency, µM (doses to about 28.7 µM), for inactives: at the top dose activity change, negative = inhibition, usual class: inhibitors; hit rate 6.9% among 320,000; AID 504834, 2011; further: potency means the concentration at half of the fitted maximal effect; on the % scale 0 is the no-effect control and ±100 the full control effect
#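 Compounds incubated with erythrocytes infected by luciferase-expressing P. falciparum (2% hematocrit, 0.05% parasitemia final) for 96 hours, 37 C in 5% CO2. Growth inhibition scored as decreased luciferase luminescence.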
# FBPA Giardia inh: qHTS Assay for Inhibitors of Fructose-1,6-bisphosphate Aldolase from Giardia Lamblia. A8B2U2. hit rate 0.71% among 290,000. Potency, µM (titrated, usually from 59.6 µM), for inactives: at the highest dose activity, negative = inhibition, hits mostly inhibitors. purified Giardia FBPA; further: potency means the concentration at half of the fitted maximal effect; on the % scale 0 is the no-effect control and ±100 the full control effect; nearly all actives have a fitted effect of over 55% in size
# Target sequence (A8B2U2 whole entry, looked up): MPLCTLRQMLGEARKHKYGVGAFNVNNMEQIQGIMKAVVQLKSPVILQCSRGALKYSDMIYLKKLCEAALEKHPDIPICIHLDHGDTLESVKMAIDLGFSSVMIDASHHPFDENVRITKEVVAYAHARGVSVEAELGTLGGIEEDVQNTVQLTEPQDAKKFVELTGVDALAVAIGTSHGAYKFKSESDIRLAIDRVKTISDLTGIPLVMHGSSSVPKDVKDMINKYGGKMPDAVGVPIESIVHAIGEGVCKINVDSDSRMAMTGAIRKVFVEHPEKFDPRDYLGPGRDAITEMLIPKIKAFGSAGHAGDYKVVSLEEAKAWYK
#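 Giardia FBPA (40 nM reagent) was preincubated 10 min at RT with compound (up to 57.5 uM final), then substrate plus GAPDH/TPI/NAD/arsenate coupling system with diaphorase/resazurin was added; resorufin fluorescence (525/598 nm) was read after 20 min.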
# CHX counter: Cycloheximide Counterscreen for Small Molecule Inhibitors of Shiga Toxin; cell reporter, cycloheximide protein synthesis inhibition counterscreen; max response, %; hit rate 12% among 300,000; in the data active means max response mostly above about 13%, no sharp cut-off; inactive means mostly below about 14%; further: read at 38.3 µM for the half of the compounds with a filed dose; 0% is about no effect
# * marks the source's active call; other numbers are inactive results; ? = inconclusive; nt = not tested or not shown; & = joins results of further samples; [ ] = dose if it differs, or a comment. Unless noted, the call rests on the fitted dose curve; in most records, active means well fitted curve in the direction sought with a large enough effect; inconclusive means small, poorly fitted or top-dose-only effect, or another doubt; inactive means no such curve, though single readings can be large; an effect the other way counts as inactive or inconclusive.
[1] CCOC(=O)[C@H]1[C@H]2COc3ccc(C)cc3[C@@H]2N2C(=O)c3cc(Cl)ccc3NC(=O)[C@@]12C
[2] COC(=O)CSc1ccnc2cc(Cl)ccc12
[3] Fc1ccc(C2N(c3ccccc3)C(=S)N3CCCN23)cc1 (stereo unspecified)
[4] CCCCN(CCCC)CC(O)COc1ccccc1C(=O)Nc1ccccc1 (stereo unspecified)
[5] CC(CNc1ccccc1O)C(=O)O (stereo unspecified)
[6] Cc1cc(OC(=O)c2cccs2)ccc1C(C)C
[7] Cc1ccc2c(c1)-c1c(cnn1CC(=O)N(CCC#N)c1ccccc1)CO2
[8] CCc1ccc(NC(=O)C(=O)c2ccccc2NC(C)=O)cc1

screen / no.	1	2	3	4	5	6	7	8
Pf growth 48h	?	35%[activator]	-16%	?	25%	nt	nt	nt
Shiga inhibitor	nt	28	-2	46	-4	20	38	nt
HCV inh	-15%	3%	10%	8%	-6%	19%	6%	0%
Pf growth 96h	?	7%	?	-1%	-4%	?	1%	nt
FBPA Giardia inh	nt	-2%	7%	3%	?	-3%	2%	nt
CHX counter	nt	12	3	-1	-1	20	0	nt

[9] CCN(CC)c1ccc(NC(=O)CN2CCN(CC(=O)Nc3ccccc3OC)CC2)cc1
[10] Cc1c(NC(=O)/C(C#N)=C/c2cccs2)c(=O)n(-c2ccccc2)n1C
[11] Cc1ccc(C)c(OCc2nnc(SCC(=O)NC(=O)NCc3ccco3)o2)c1
[12] S=C1N(c2ccccc2)CN(CCN2CCOCC2)CN1c1ccccc1
[13] Cc1ccc(C)c2sc(NC(=O)C3CC3)nc12
[14] COc1cc(/C=C2/SC(=S)N(CC(=O)O)C2=O)ccc1OC(=O)c1ccco1
[15] CCn1c(=O)c2cc(C(=O)N(C)c3ccccc3F)sc2c2ccccc21
[16] CC(=O)NC(Cc1c[nH]c2ccccc12)C(=O)Nc1ccc2c(c1)OCO2 (stereo unspecified)

screen / no.	9	10	11	12	13	14	15	16
Pf growth 48h	-27%	-11%	-11%	21%	7%	36%[activator]	?	-2%
Shiga inhibitor	-5	-3	-6	5	-3	-14	-14	38*
HCV inh	?	0%	-1%	2%	?	16%	1µM*	-2%
Pf growth 96h	7%	?	33%[activator]	-18%	58%[activator]	0%	?	-17%
FBPA Giardia inh	11%	0%	0%	0%	2%	-12%	-1%	1%
CHX counter	-3	-1	2	-1	1	-4	-2	9

# Part of the list above in a different format.
no. | smiles | Pf growth 48h | Shiga inhibitor | HCV inh | Pf growth 96h | FBPA Giardia inh | CHX counter
9 | CCN(CC)c1ccc(NC(=O)CN2CCN(CC(=O)Nc3ccccc3OC)CC2)cc1 | -27% | -5 | ? | 7% | 11% | -3
10 | Cc1c(NC(=O)/C(C#N)=C/c2cccs2)c(=O)n(-c2ccccc2)n1C | -11% | -3 | 0% | ? | 0% | -1
11 | Cc1ccc(C)c(OCc2nnc(SCC(=O)NC(=O)NCc3ccco3)o2)c1 | -11% | -6 | -1% | 33%[activator] | 0% | 2
12 | S=C1N(c2ccccc2)CN(CCN2CCOCC2)CN1c1ccccc1 | 21% | 5 | 2% | -18% | 0% | -1
13 | Cc1ccc(C)c2sc(NC(=O)C3CC3)nc12 | 7% | -3 | ? | 58%[activator] | 2% | 1

# Later entries:
[17] O=S(=O)(/N=S1/CC=CCN1S(=O)(=O)c1ccccc1)c1ccccc1 (stereo unspecified)
[18] O=c1[nH]c(C2CCN(S(=O)(=O)/C=C/c3ccccc3)CC2)nc2c1nnn2Cc1ccccc1
[19] c1ccc2c(c1)nc(N1CCOCC1)c1ccccc12
[20] COc1ccc(C(CC(=O)N2CCC3(CC2)OCCO3)NS(=O)(=O)c2ccc(OC)cc2)cc1 (stereo unspecified)
[21] COC(=O)c1cnn(-c2ccccc2)c1-n1cccc1C=O
[22] CC(/C=C/c1ccccc1F)=N\NC(=O)C(C)C
[23] CCOC(=O)c1nnn(-c2ccc([N+](=O)[O-])cc2[N+](=O)[O-])c1C
[24] CCOC(=O)CC1=C(C(=O)OCC)C(c2cccs2)C(C#N)=C(N)O1 (stereo unspecified)

screen / no.	17	18	19	20	21	22	23	24
Pf growth 48h	4%	4.7µM*	?	7%	7%	65%[activator]	12µM*	-5%
Shiga inhibitor	1	-12	-10	-21	15	42*	-13	-5
HCV inh	-17%	2%	?	4%&-1%	12%	11%	?	0%
Pf growth 96h	6%	-69%	-18%	?	-3%	6%	2%	nt
FBPA Giardia inh	-10%	4%	-5%	6%	1%	1%	?	1%
CHX counter	4	-3	12	-2	3	35*	9	-1

[25] Cc1onc(-c2ccccc2)c1C(=O)Nc1ccon1
[26] O=C(COc1ccccc1F)Nc1ccccc1C(=O)NC1CC1
[27] O=C(c1cccc(Cl)c1)N1CCN(c2ccc(N3CCOCC3)nn2)CC1
[28] CC(C)c1ccc(CN(C(=O)C2COc3ccccc3O2)C2CCS(=O)(=O)C2)cc1 (stereo unspecified)
[29] Cc1ccc(-c2cnc(NC(=O)c3cccc(Br)c3)s2)c(C)c1
[30] Cc1ccc(C)c(C(C)NC(=O)c2ccncc2)c1 (stereo unspecified)
[31] O=C(O)c1nccnc1C(=O)Nc1ccc(Cl)cc1Cl
[32] COc1ccc(CN2CCCC(CO)(Cc3ccc(F)cc3)C2)cc1C (stereo unspecified)

screen / no.	25	26	27	28	29	30	31	32
Pf growth 48h	nt	-9%	-12%	?	?	13%	27%	15µM*
Shiga inhibitor	-7	nt	nt	16	13	3	-7	-16
HCV inh	19%	?	17%	20%	?	7%	5%	-8%
Pf growth 96h	30%[activator]	11%	?	?	8%	-20%	11%	?
FBPA Giardia inh	-3%	nt	nt	-3%	2%	11%	2%	3%
CHX counter	-4	nt	nt	9	-2	0	-2	6

[33] Cc1n[nH]c(=S)n(/N=C/c2cccc([N+](=O)[O-])c2)c1=O
[34] N/C(=N\N=C\c1cccs1)SC1CC(=O)N(c2ccc(Br)cc2)C1=O (stereo unspecified)
[35] Cc1cc(C)cc(NC(=O)CSc2nc(N)c(NC(=O)c3cccs3)c(=O)[nH]2)c1
[36] Cc1nn(C)c(Nc2ccc(Br)cc2)c1Br
[37] O=C(Nc1cccc(C(=O)O)c1)/C(=C\c1ccco1)NC(=O)c1ccccc1Cl
[38] COc1ccc(NC(=O)Cn2c(=O)n(-c3ccccc3)c(=O)c3sccc32)c(OC)c1
[39] CCN(CC(=O)Nc1ccc2c(c1)OC(F)(F)O2)Cc1nc2ccccc2c(=O)[nH]1
[40] O=Cc1c(N2CCN(c3cccc(Cl)c3)CC2)nc2ccccn2c1=O

screen / no.	33	34	35	36	37	38	39	40
Pf growth 48h	1.7µM*	-16%	19%	?	16%	?	?	?
Shiga inhibitor	-12	2	-13	-19	-10	31	-12	-2
HCV inh	0%	12%	1%	3.5µM*	3%	10%	-19%	-21%
Pf growth 96h	?	18%	-7%	19%	2%	?	nt	?
FBPA Giardia inh	?	3%	-6%	-7%	nt	-1%	-23%	16%
CHX counter	0	1	-3	1	-4	-1	-3	3

[41] CC(Sc1nnc(-c2ccccc2F)n1C1CC1)C(=O)NCc1ccco1 (stereo unspecified)
[42] O=C(c1ccco1)N1CCn2cccc2C1c1ccccc1 (stereo unspecified)
[43] O=C(CN1CCN(Cc2ccccc2)CC1)Nc1ccc(-n2cnnn2)cc1
[44] O=C(CNCC1(N2CCOCC2)CCCCC1)Nc1ccc(Cl)cc1
[45] CCc1ccc(CNC(=O)CCCn2c(=O)c3cccn3c3cccnc32)cc1
[46] Cn1nc(-c2ccccc2)c(COC(=O)c2cccc(Cl)c2)c1S(=O)(=O)c1ccccc1
[47] CCS(=O)(=O)c1ccc(O)c(NC(=O)/C=C/c2ccc(Cl)cc2)c1
[48] Cc1c[n+]([O-])ccc1Oc1ccc([N+](=O)[O-])cc1

screen / no.	41	42	43	44	45	46	47	48
Pf growth 48h	0%	?	5%	0%	-6%	nt	?	-22%
Shiga inhibitor	nt	-6	-14	-13	8	-12	-4	nt
HCV inh	?	5%	5%	29%	10µM*	-3%	-8%	37%[activator][8.37 µM]
Pf growth 96h	?	5%	154%[activator]	-27%	-20%	17%	?	73%[activator]
FBPA Giardia inh	nt	-17%	0%	5%	-3%	4%	4%	nt
CHX counter	nt	3	-3	-2	16	-1	3	nt

[49] CCOc1cccc2cc(C(=O)N3CCc4ccccc4C3)c(=O)oc12
[50] CCCC(=O)N1CC2(CCC)CN(C(=O)CCC)CC(CCC)(C1)C2=O
[51] Cn1c(=O)c2[nH]c(NCCCN3CCOCC3)nc2n(C)c1=O
[52] N#CCN1CCC(c2cc(-c3ccco3)n[nH]2)CC1
[53] COc1ccccc1N(CC(=O)NCc1ccccc1)C(=O)CCC(=O)Nc1cc(C)ccn1
[54] Cc1cc(/C=C2/NC(=O)NC2=O)c(C)n1C
[55] CS(=O)(=O)N(CC(=O)Nc1ccccc1Sc1ccccc1)c1cccc(Br)c1
[56] Cc1ccc(C(=O)N[C@@H](C)CN2C3=NC[C@H](Cc4ccccc4)N3C[C@H]2Cc2ccc(O)cc2)cc1Br

screen / no.	49	50	51	52	53	54	55	56
Pf growth 48h	12%	6%	nt	-14%	?	13%	13µM*	2.1µM*
Shiga inhibitor	-4	-3	-8	16	-6	15	-5	-4
HCV inh	?	1%	10%	2%	-4%	10%	?	-8%
Pf growth 96h	5%	6%	?	?	?	4.7µM*	?	1.3µM*
FBPA Giardia inh	-11%	0%	-13%	?	-2%	?	-6%	-8%
CHX counter	1	2	-3	-3	-4	4	-3	-7

[57] COc1ccc(CC(=O)NNC(=O)COc2ccc(Cl)cc2C)cc1S(=O)(=O)N1CCOCC1
[58] Cc1cc(C(=O)N/N=C2\CC(=O)CC(C)(C)C2)c(C)n1-c1ccc(F)cc1
[59] O=C(CCCN1C(=O)/C(=C/c2cccs2)SC1=S)Nc1cc([N+](=O)[O-])ccc1O
[60] O=C(Nn1c(-c2ccncc2)nc2ccccc2c1=O)c1ccc(Br)cc1
[61] CC1CCN(c2nc3c(c(=O)[nH]c(=O)n3C)n2CCSc2nc3ccccc3o2)CC1
[62] CC(c1cccs1)N(Cc1ccco1)C(=S)Nc1ccc(F)c(Cl)c1 (stereo unspecified)
[63] O=C(NCCC1CCCCN1S(=O)(=O)c1ccccc1)C(=O)NCc1ccccc1F (stereo unspecified)
[64] CCn1cc(C(=O)N2CC(C)CC(C)C2)c(=O)c2cc(S(=O)(=O)N(C)C)ccc21 (stereo unspecified)
[65] CCc1ccc(NC(=O)CSc2nc3[nH]ncc3c(=O)[nH]2)cc1
[66] O=S(=O)(Nc1ccc(O)c(Sc2nc3ccccc3s2)c1)c1ccc(Cl)cc1
[67] Cc1cc(C)c(CN2CCC(n3nccc3NC(=O)C3CCOC3)CC2)cc1C (stereo unspecified)

screen / no.	57	58	59	60	61	62	63	64	65	66	67
Pf growth 48h	-16%	?	-6%	-23%	4%	?	-19%	16%	-3%	5%	8%
Shiga inhibitor	nt	26	11	6	1	12	nt	-2	-3	-5	-25
HCV inh	-5%	-20%	18%	6%	1%	4%	-17%	3%	12%	15%	5%
Pf growth 96h	-11%	?	?	-41%	14%	?	?	4%	3%	?	-22%
FBPA Giardia inh	nt	0%	nt	2%	5%	-18%	nt	1%	9%	2%	nt
CHX counter	nt	1	1	-8	-3	-1	nt	-3	6	-4	0

# Assay outcomes: PubChem BioAssay, National Center for Advancing Translational Sciences (NCATS)
